Compound activity (PubChem BioAssay)
HTR2A ag – mouse HTR2A agonism via beta-arrestin recruitment. CHO-K1 mHTR2A beta-arrestin complementation, luminescence; percent of 30 µM serotonin response. actives 0.66% (n = 360,000). P35363. activation, % at 7.6 µM;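 active means activation above a run cutoff, the mean activation of all tested compounds plus 3 SD, cut at about 14% in these data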;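 further: 0% = plate median of compound wells and 100% = 30 µM serotonin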
Target sequence (P35363 whole entry, looked up): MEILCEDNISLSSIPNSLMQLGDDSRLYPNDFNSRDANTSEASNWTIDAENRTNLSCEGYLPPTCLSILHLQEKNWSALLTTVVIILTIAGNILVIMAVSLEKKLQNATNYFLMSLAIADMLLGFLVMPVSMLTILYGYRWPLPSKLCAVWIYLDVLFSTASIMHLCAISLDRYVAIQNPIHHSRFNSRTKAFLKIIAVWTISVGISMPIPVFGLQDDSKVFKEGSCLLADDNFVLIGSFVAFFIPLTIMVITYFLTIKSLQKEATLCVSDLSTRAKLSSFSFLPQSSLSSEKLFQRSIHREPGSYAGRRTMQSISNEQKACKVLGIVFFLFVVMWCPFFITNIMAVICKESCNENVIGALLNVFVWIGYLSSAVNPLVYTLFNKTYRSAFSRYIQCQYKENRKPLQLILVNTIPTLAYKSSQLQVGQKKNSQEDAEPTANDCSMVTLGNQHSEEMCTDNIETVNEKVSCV
MC4R antagonist – antagonists of human melanocortin 4 receptor (MC4R); inhibition, % at 6.5 µM; AID 540295; actives 0.48% (n = 360,000); MC4R-expressing cells, MTII-stimulated cAMP, LANCE TR-FRET; P32245;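 active means inhibition above its plate's cutoff, the mean of tested wells on that plate plus 3 SD, cut at about 29% in these data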;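 further: 0% = Melanotan II alone and 100% = Melanotan II plus saturating MCL0020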
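Material: human MC4R-expressing U2OS cells. Probe or stimulus: Melanotan II challenge. Dosing: 6.5 µM single dose. Times: 30-min compound, 1-h challenge, 1-h detection, room temperature. Technique: TR-FRET with Eu-cAMP and labeled anti-cAMP, 671 nm. Replication: singlicate.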
ABCB6 inh 2 – inhibitors of human ABC transporter ABCB6; fluorescence ratio to DMSO, % at 10 µM; actives 0.19% (n = 360,000); K562-ABCB6 porphyrin accumulation, flow cytometry, 1 h; hits give low values; Q9NP58;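 active means fluorescence ratio to DMSO below 75%, the collection mean minus 3 SD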;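 further: signal is porphyrin accumulated inside mitochondria; 100% equals median channel fluorescence of DMSO control wells; lower ratio means ABCB6 inhibition with less porphyrin fluorescence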
MC4R barr agon – agonists of human melanocortin 4 receptor (MC4R) beta-arrestin; activation, % at 8.9 µM; actives 0.98% (n = 360,000); U2OS MC4R beta-arrestin complementation, luminescence; percent of melanotan II response, DMSO zero; AID 540308;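 active means activation above a per-plate cutoff, the mean activation of sample wells on that plate plus 3 SD, cut at about 8% in these data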
PDI inh – inhibitors of human protein disulfide isomerase; inhibition, % at 10 µM; P07237; actives 0.052% (n = 350,000); AID 588391; PDI insulin aggregation turbidity, A650, 90 min;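 active means mean inhibition across replicates of 30% or more, whatever share of single replicates reach that level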;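 further: absorbance from insulin aggregation driven by PDI reduction with DTT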
Target sequence (P07237 whole entry, looked up): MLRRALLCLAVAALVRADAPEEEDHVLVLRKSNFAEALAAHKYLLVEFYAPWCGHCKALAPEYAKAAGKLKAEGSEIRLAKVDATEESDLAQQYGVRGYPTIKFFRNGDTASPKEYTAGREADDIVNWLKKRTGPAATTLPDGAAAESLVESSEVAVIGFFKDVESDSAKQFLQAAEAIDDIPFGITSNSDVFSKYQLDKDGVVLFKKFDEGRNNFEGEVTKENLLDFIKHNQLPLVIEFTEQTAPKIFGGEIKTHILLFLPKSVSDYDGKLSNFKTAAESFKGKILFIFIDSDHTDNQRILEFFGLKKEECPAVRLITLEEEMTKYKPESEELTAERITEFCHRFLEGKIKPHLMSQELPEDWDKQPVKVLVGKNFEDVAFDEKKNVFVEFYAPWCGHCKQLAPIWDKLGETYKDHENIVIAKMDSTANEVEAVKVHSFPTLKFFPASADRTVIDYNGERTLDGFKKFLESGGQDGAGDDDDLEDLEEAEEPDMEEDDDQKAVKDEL
H9c2 protect – protects H9c2 cardiomyocytes from peroxide injury; H2O2 injury protection, ATPLite, 2 h; actives 0.63% (n = 360,000); AID 588492; protection from H2O2 cell death, % at 20 µM;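 active means compounds giving at least 50% protection of heart cells from peroxide-induced death in the single-dose screen, raw or plate-pattern-corrected value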;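 further: 0% = DMSO wells with peroxide and 100% = DMSO wells without peroxide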
ABHD5-PLIN5 inh – inhibitors of human ABHD5-perilipin-5 interaction | Q00G26+Q8WTS1 | Split G. princeps luciferase complementation, luminescence, 4 h | inhibition, % at 4 µM | actives 0.78% (n = 360,000);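 active means inhibition above the mean inhibition across every tested compound plus 3 SD, cut at about 22% in these data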;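 further: 0% = DMSO only wells and the 100% control is not disclosed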
N-glyco inh – N-linked glycosylation inhibition | D54 ERlucT glycosylation luciferase reporter, 24 h; percent of 100 nM tunicamycin response | reporter increase, % at 12.5 µM | actives 0.23% (n = 360,000) | AID 588692;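 active means mean luciferase reporter signal, scaled so untreated is 0 and the glycosylation-blocking control 100, at or above a set limit in every replicate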;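 further: luciferase carries N-glycosylation sites so blocking glycosylation raises the light; 0% = median of neutral control wells and 100% = median of 100 nM tunicamycin wells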
Exocytosis inh – lytic granule exocytosis inhibition. inhibition, % at 10 µM. actives 0.66% (n = 360,000). TALL-104 LAMP-1 surface exposure, flow cytometry; cells stimulated with thapsigargin and PMA. AID 651702;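 active means inhibition above about 55%, limit read from the data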
CaV13 FRET inh – Disruptors of the CACNA1D IQ motif to Ca2+-dependent inactivation inhibitor domain association, primary screening, Förster resonance energy transfer in intact living … | HEK cells, CFP/YFP FRET ICDI-IQ, plate reader, 10 min; percent FRET-ratio fall versus neutral wells | inhibition, % at 12.3 µM | actives 0.098% (n = 340,000) | AID 743397;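 active means mean replicate inhibition of at least 30% and at least 1% of replicates passing that level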;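 further: 0% = median of the neutral control wells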
* marks the source's active call; other numbers are inactive results; . = no result given. Random draw from the library. About 4.2% of those tested had a hit in this group.

SMILES	HTR2A ag	MC4R antagonist	ABCB6 inh 2	MC4R barr agon	PDI inh	H9c2 protect	ABHD5-PLIN5 inh	N-glyco inh	Exocytosis inh	CaV13 FRET inh
Cc1nc(CC(C)C)cc(C(=O)N2CCCC(CNS(=O)(=O)c3cccs3)C2)n1 (configuration not stated)	3.2	-1.1	93.0	1.4	5.1	1.3	-0.9	-0.2	0.4	-15.2
CC1(C)NC(=O)N(CC(O)Cn2c3ccccc3c3ccccc32)C1=O (configuration not stated)	-2.2	-5.2	101.0	3.6	6.3	-5.3	1.7	0.2	-4.1	-15.1
CCCCOC(=O)Cn1c(=O)n(CC(=O)OCCCC)c2ccccc21	-3.6	3.3	88.0	-0.4	-1.3	-7.0	-5.4	-5.0	-1.2	.
COc1ccc(C2CC3CC(c4ccccc4)N2O3)cc1 (configuration not stated)	-0.3	3.6	97.0	-1.4	-11.4	-2.2	-4.8	-0.5	-0.4	.
COc1ccccc1NC(=O)CNS(=O)(=O)c1ccccc1	4.5	4.8	100.0	3.8	-0.4	1.2	1.8	1.0	-1.5	-2.4
CSCCC(NC(=O)c1ccco1)C(=O)N(C)CC(=O)Nc1c(Cl)cccc1Cl (configuration not stated)	-4.3	3.5	95.0	-3.2	8.3	9.1	-1.8	0.3	12.7	-3.6
O=C(c1cc(-c2cccc(Cl)c2)on1)N1CCOCC1	-4.9	9.0	95.0	2.3	10.3	7.3	8.7	0.2	-20.3	-7.0
Cc1cc(Br)ccc1OCCNCc1ccccc1	12.8	-3.6	96.0	1.8	7.5	0.0	1.9	-1.0	-0.5	1.6
O=C(CSc1ccc(-c2ccccc2)nn1)Nc1ccc2c(c1)OCCO2	-6.7	-4.8	99.0	-1.5	-11.2	-11.3	-2.8	-0.4	-4.4	-3.4
CS(=O)(=O)c1ccc(Nc2nc(C(N)Cc3ccc(C(F)(F)F)cc3)cs2)cc1 (configuration not stated)	-0.6	11.2	97.0	-0.8	6.9	-5.9	11.7	-2.8	-3.0	-4.8
Cc1nc2cc(C(=O)N3CCc4ccccc43)ccc2n1-c1ccc(F)c(F)c1	7.1	4.0	99.0	-0.6	3.3	-1.8	-0.7	-9.2	1.2	-15.0
CCN1CCN(C(=O)CN(c2ccc(F)cc2)S(=O)(=O)c2ccc(OC)c(OC)c2)CC1	-7.3	4.8	94.0	-3.3	17.2	0.1	4.9	1.5	0.6	-2.5
CNC(=O)COc1ccc(S(=O)(=O)Nc2ccc(OC)cc2)cc1	1.2	0.6	98.0	-0.4	8.0	3.6	3.6	0.7	-1.4	-2.5
O=C(c1ccc(Sc2ccccc2)c([N+](=O)[O-])c1)N1CCOCC1	-1.6	9.6	96.0	-2.3	8.4	-1.5	10.8	-0.1	8.1	-6.2
CCN=C1SC(CC(=O)NC(N)=O)C(=O)N1CC (configuration not stated)	3.6	3.9	99.0	0.8	1.4	17.4	1.4	-1.0	1.7	.
COCCNc1oc(-c2ccco2)nc1S(=O)(=O)c1ccccc1	10.2	0.3	102.0	-1.9	6.1	-0.1	6.9	-1.2	-0.3	.
Cc1ccc(C(CNC(=O)Nc2cccc(C)c2)N2CCN(C)CC2)cc1 (configuration not stated)	-10.7	12.7	99.0	-1.0	0.1	7.7	-2.3	0.2	-0.5	-2.7
CC(=O)Nc1cc(C(=O)N2CCCC2)ccc1S(=O)(=O)c1ccc(C)cc1	0.7	-1.3	97.0	-2.0	10.5	5.8	-7.2	-0.5	5.8	.
O=c1c(F)cn(C2CCCO2)c(=O)n1Cc1c(Cl)cccc1Cl (configuration not stated)	-1.2	14.6	101.0	-0.7	-7.7	0.2	1.6	-0.9	2.7	-9.6
Cc1ccc(C)c(C(=O)COC(=O)CCCC(=O)Nc2cc(C(F)(F)F)ccc2Cl)c1	0.0	18.6	101.0	4.4	-1.8	-13.8	-1.8	0.5	0.3	-5.6
CC(=O)Nc1cc(-n2cnnn2)ccc1C	-3.0	22.2	104.0	-4.4	-6.5	9.1	1.1	1.4	3.1	2.5
O=C1c2ccccc2-c2c1cccc2C(=O)N1CCN(C(=O)c2ccco2)CC1	2.9	-4.1	99.0	-2.2	-5.9	-1.2	-1.1	3.8	-1.4	-4.3
c1ccc2c(N3CCOCC3)c3c(nc2c1)CCC3	1.8	7.8	90.0	-1.0	0.1	-3.0	-0.7	-1.4	-0.9	-4.8
NC(COCc1ccccc1)c1csc(Nc2cc(Oc3ccccc3)ncn2)n1 (configuration not stated)	4.5	1.0	96.0	6.0	-5.2	1.7	7.3	-7.9	24.9	-5.0
O=C(NCc1ccco1)c1ccc(-c2ccccc2Cl)o1	-1.5	1.3	100.0	0.4	0.8	0.8	9.0	-1.3	-1.3	-15.4
Cc1cc(C)cc(C(=O)NCC(=O)NCc2ccc(S(N)(=O)=O)cc2)c1	-0.2	7.5	100.0	-0.1	-15.2	0.9	-7.7	-0.2	-0.6	-4.0
CC(=O)N(CCC(Cc1ccccc1)c1ccc2c(c1)OCO2)Cc1ccc(Cl)cc1 (configuration not stated)	-5.0	6.1	113.0	-1.8	-2.3	-12.8	0.6	-8.0	89.6*	.
O=C(Nc1nc2ccccc2n1CCN1CCCCC1)C1CCCCC1	12.4	-2.0	93.0	0.1	-12.2	38.3	-6.8	-0.4	-2.9	.
CC1CCCC(C)N1CCCNC(=O)Cn1c(=O)c2cccn2c2cccnc21 (configuration not stated)	-1.5	-1.6	101.0	-2.1	-4.1	37.5	-3.4	1.2	-1.3	-5.5
CN(C)c1ccc(C=NCCC2(c3ccccc3)CCOC(C)(C)C2)cc1 (configuration not stated)	-0.4	-5.5	90.0	2.8	3.0	3.1	-0.6	-0.7	-3.4	-1.8

3 of the entries above in order of the ABCB6 inh 2 value, smallest number first.
SMILES,HTR2A ag,MC4R antagonist,ABCB6 inh 2,MC4R barr agon,PDI inh,ABHD5-PLIN5 inh,N-glyco inh,Exocytosis inh,CaV13 FRET inh
c1ccc2c(N3CCOCC3)c3c(nc2c1)CCC3,1.8,7.8,90.0,-1.0,0.1,-0.7,-1.4,-0.9,-4.8
O=C(Nc1nc2ccccc2n1CCN1CCCCC1)C1CCCCC1,12.4,-2.0,93.0,0.1,-12.2,-6.8,-0.4,-2.9,.
Cc1ccc(C(CNC(=O)Nc2cccc(C)c2)N2CCN(C)CC2)cc1 (configuration not stated),-10.7,12.7,99.0,-1.0,0.1,-2.3,0.2,-0.5,-2.7

New compounds follow
SMILES	HTR2A ag	MC4R antagonist	ABCB6 inh 2	MC4R barr agon	PDI inh	H9c2 protect	ABHD5-PLIN5 inh	N-glyco inh	Exocytosis inh	CaV13 FRET inh
CC(NC(=O)C1CCN(C(=O)c2cccs2)CC1)c1ccc(S(N)(=O)=O)cc1 (configuration not stated)	-5.5	-4.1	94.0	-4.3	-4.9	-2.6	2.0	-0.5	-2.8	-6.6
CCSc1ncc(CO)c(N)n1	-4.1	-0.4	101.0	2.7	-7.0	5.8	6.5	0.5	18.1	-6.0
O=S(=O)(/N=C(/c1ccc(Cl)cc1)N1CCOCC1)c1ccc(Cl)cc1	0.3	5.0	101.0	-1.6	-1.5	-3.9	2.1	0.5	2.2	.
O=C(COc1ccc2ccccc2c1)Nc1cccc2cccnc12	-4.3	-1.6	95.0	-2.7	-1.6	-1.4	-2.3	3.2	-2.6	-5.4
CCn1nnnc1SCC(=O)N1CCCc2ccccc21	0.3	8.2	112.0	2.1	-0.8	-3.5	-6.1	1.1	0.9	.
c1ccc(CCNc2ccccn2)nc1	0.0	2.4	97.0	-0.1	11.0	0.7	3.2	1.1	0.5	-6.9
CC1(C(=O)NS(=O)(=O)c2ccc(Cl)s2)CCN1C(=O)C1CCCCC1 (configuration not stated)	-1.2	3.6	99.0	-1.4	-5.7	0.1	11.9	2.8	-3.4	-9.7
COc1cc(-c2nnc(SCC3(c4ccccc4)OCCO3)o2)cc(OC)c1OC	-2.9	-4.1	98.0	0.5	-0.9	18.5	-6.4	13.5	-6.7	.
O=C1CN(C(=O)CNC(=O)c2ccc(Cl)cc2Cl)CCN1	4.0	2.6	101.0	-0.8	-10.7	11.5	3.0	1.6	15.7	-2.9
O=C(COC(=O)c1ccc(O)cc1O)N=c1sccn1Cc1ccccc1Cl	1.0	6.0	100.0	1.0	-1.7	-8.5	0.1	-2.0	-3.0	-5.4
CC(NC(=O)c1ccc(F)cc1)c1ccc(F)cc1 (configuration not stated)	-1.5	9.7	98.0	-2.9	-4.3	1.7	2.0	1.1	0.0	-4.7
C/C(=N\NC(=O)c1nnn(-c2nonc2N)c1CSc1ccccc1)c1ccco1	1.8	6.1	96.0	2.6	1.6	1.4	3.0	-1.6	-0.9	-2.9
Cc1cc2cc(CNC(=O)CCC(=O)O)ccc2n1C	-0.9	19.4	102.0	-0.6	-2.2	3.3	-0.4	0.9	-2.8	-5.8
O=S(=O)(NC1CC1)c1ccc(Cl)cc1F	5.4	19.8	94.0	-1.4	-0.5	-0.2	0.7	0.5	-4.6	-3.2
CC1CC(C)CN(S(=O)(=O)c2ccc(C(=O)NCCCn3ccnc3)cc2)C1 (configuration not stated)	-7.0	0.4	92.0	-1.2	11.0	-1.9	0.7	-0.1	4.2	.
Cc1ccc(C)c(N2CCN(C(=O)CCC(=O)Nc3nnc(C(F)(F)F)s3)CC2)c1	4.6	0.8	105.0	3.7	0.5	-2.9	-8.1	-0.2	-3.8	-6.9
COc1ccc(Br)cc1/C=N/NC(=O)C(c1ccncc1)N1CCOCC1 (configuration not stated)	1.7	1.0	99.0	-2.4	-7.0	7.9	3.2	1.8	0.0	-5.7
CC(C)(C)NC(=O)CSc1nc2ccc(NC(=O)CSc3nnnn3Cc3ccccc3)cc2s1	-1.7	7.3	86.0	0.1	3.3	-28.8	2.3	2.3	3.3	.
CC(=O)c1cc(C(=O)N2CCCC(C(=O)c3ccc(Cl)cc3)C2)cs1 (configuration not stated)	6.2	-0.6	89.0	-1.9	-3.1	-8.7	1.1	-3.3	8.2	-2.7
Clc1ccc(N=NN2CCOCC2)cc1	4.5	-9.2	99.0	1.8	10.8	-11.5	1.9	-3.4	0.6	-4.5
CCOc1ccc(S(=O)(=O)N2CCC(C(=O)NCc3ccco3)CC2)cc1C	-10.4	5.3	98.0	-2.1	-1.6	-4.5	-14.9	0.3	12.1	-2.4
COc1ccc(S(N)(=O)=O)cc1C(=O)OCC(=O)Nc1ncc(Cl)c(C)c1Cl	-6.6	0.7	97.0	-1.4	-7.2	2.4	-2.6	-9.3	-0.1	-7.1
COc1ccc(NC(=O)CC2(CC(=O)N3CCOCC3)CCCC2)cc1Cl	-0.8	5.7	104.0	0.7	-0.7	7.5	-6.4	2.2	5.1	-2.3
CC(=O)c1ccc(S(=O)(=O)N2CCn3cccc3C2C)cc1 (configuration not stated)	0.5	0.3	104.0	-1.1	-5.5	5.2	-3.0	1.2	-3.3	-5.9
COc1ccc(NC(=O)CCCCCN2C(=O)CCC2=O)cc1Cl	1.2	2.4	101.0	-2.3	1.8	-2.3	-0.5	-2.3	-3.9	-8.5
COc1ccc(C(=O)NCCSc2ccccn2)cc1	-5.2	-3.0	97.0	-3.1	8.5	5.5	0.4	-15.5	1.5	-3.9
